EPAC2 ag = agonists of human EPAC2 (RAPGEF4); AID 720711; 360,000 tested, 0.079% active; Q8WZA2; Potency, µM (series often up to 154 µM), without a hit: top-dose activation, hits mostly activators; EPAC2 activation, biochemical qHTS; response scale: 100% = 6.5 mM cAMP response; note: potency is the fitted concentration of half-maximal effect; nearly all actives have a fitted effect of over 50% in size
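Guanine nucleotide exchange by EPAC2 is measured as reduced fluorescence of BODIPY-GDP once it is released from 250 nM Rap1B. Plates are read kinetically for 30 min at room temperature; results are scaled to 6.5 mM cAMP.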
IL-2 act = activators of IL-2. activation, % (series mostly up to about 46 µM). 360,000 tested, 0.065% active. IL-2 activation reporter assay, cell-based qHTS; stimulated with anti-CD3/CD4/CD28 beads; in transgenic mouse T cells; in the data active = activation above about 50%; inconclusive = mostly about 30% to 49%; note: 0% is about no effect
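Readout: EGFP and DsRed signals by fluorescent plate cytometry. Unstimulated transgenic mouse T cells received compound 60 min before antibody-bead stimulation, then incubated 18 h at 37 degrees C.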
EPAC1 ag = activates human EPAC1 exchange factor; 360,000 tested, 0.073% active; Potency, µM (highest dose often 154 µM), for the others: at the top dose activation, usual class: activators; EPAC1 agonist qHTS, biochemical assay; response scale: 100% = response to 6.5 mM cAMP; AID 720707; note: potency is the fitted concentration of half-maximal effect; nearly all actives have a fitted effect of over 60% in size
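Nucleotide exchange assay: 100 nM EPAC1 with 250 nM Rap1B loaded with BODIPY-GDP and 50 uM GDP, room temperature. Fluorescence (480/540 nm) read every 5 min for 30 min; signal change normalized to 6.5 mM cAMP as full agonist.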
PI5P4Ka inh = inhibitors of human PI5P4K alpha; 330,000 tested, 1.2% active; max response, %; PI5P4Kalpha enzyme, ADP-Glo luminescence, 60 min; hits give low values; P48426; AID 652105; active = max response of -50% or lower; inconclusive = between -30% and -50%; inactive = -30% or higher; note: value at the top dose of about 77 µM; % is set by controls: 0 for no effect and ±100 for the full control effect
Target sequence (P48426 whole entry, looked up): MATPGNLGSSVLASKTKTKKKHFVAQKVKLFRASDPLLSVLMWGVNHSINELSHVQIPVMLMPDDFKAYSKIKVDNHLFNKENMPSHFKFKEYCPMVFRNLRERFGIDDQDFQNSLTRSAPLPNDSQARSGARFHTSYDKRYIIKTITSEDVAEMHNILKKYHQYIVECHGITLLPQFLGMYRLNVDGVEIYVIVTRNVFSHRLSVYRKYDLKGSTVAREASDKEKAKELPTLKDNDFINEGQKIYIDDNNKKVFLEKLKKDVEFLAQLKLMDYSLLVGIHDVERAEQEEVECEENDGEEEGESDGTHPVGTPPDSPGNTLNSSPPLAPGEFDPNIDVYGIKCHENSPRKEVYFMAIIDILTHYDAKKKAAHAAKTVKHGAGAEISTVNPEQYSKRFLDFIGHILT
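ADP-Glo luminescence end-point read after a 60 min room-temperature kinase reaction of PI5P4Kalpha plus substrate, initiated with ATP at 5 microM final. Buffer: 0.038 M HEPES pH 7.4, EGTA, 0.1% CHAPS, 5% DMSO.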
CCT chaperon mod = modulators of cytosolic chaperonin (CCT/TRiC) activity; purified chaperonin ATPase assay, HTRF ADP detection, 30 min; activity change, % (test concentration not listed), hits read low; 360,000 tested, 0.3% active; AID 651819; in the data active = activity change below about -30%; note: % is set by controls: 0 for no effect and ±100 for the full control effect
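We incubate TRiC, 40 or 20 nM final, with library compounds at 76 uM and 10 uM ATP for 30 min at 37 °C. ADP formed is detected with Transcreener HTRF reagents after 30 min at room temperature.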
EPAC1 antagonist = blocks human EPAC1 exchange factor | 360,000 tested, 0.14% active | EPAC1 GEF assay, Rap1b-BODIPY-GDP exchange fluorescence | Potency, µM (series often up to 115 µM), for the others: at the highest dose activity change, negative = inhibition, hits mostly inhibitors;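 note: potency is the fitted concentration of half-maximal effect; plate controls were vehicle for no effect and positive control for full effect; nearly all actives have a fitted effect of over 50% in size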
PLK1 PBD inh = inhibitors of human PLK1 polo-box domain binding; Potency, µM, for inactives: max response, negative = inhibition, actives largely listed as inhibitors; Plk1 PBD binding of FITC phosphopeptide, fluorescence polarization; AID 720504; P53350; 360,000 tested, 2.8% active; note: potency is the fitted concentration of half-maximal effect; series mostly up to about 57 µM; % is set by controls: 0 for no effect and ±100 for the full control effect; nearly all actives have a fitted effect of over 65% in size
Target sequence (P53350 whole entry, looked up, the tested form may be a part): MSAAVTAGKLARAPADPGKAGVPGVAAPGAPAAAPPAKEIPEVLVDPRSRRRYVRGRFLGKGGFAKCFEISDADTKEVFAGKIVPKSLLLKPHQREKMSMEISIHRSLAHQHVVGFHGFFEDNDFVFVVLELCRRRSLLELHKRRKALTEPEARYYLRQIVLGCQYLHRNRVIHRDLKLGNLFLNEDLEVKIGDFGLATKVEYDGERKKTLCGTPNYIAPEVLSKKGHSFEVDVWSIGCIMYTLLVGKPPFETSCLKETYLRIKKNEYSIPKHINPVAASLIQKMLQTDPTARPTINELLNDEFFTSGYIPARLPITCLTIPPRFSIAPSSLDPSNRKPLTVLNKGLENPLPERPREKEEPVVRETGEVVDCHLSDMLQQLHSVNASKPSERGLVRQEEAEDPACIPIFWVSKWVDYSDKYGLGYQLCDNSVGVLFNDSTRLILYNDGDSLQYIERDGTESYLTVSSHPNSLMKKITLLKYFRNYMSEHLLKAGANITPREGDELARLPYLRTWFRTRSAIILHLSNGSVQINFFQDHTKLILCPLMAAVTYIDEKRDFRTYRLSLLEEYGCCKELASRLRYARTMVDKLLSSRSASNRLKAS
WRN inhibitor = blocks human WRN helicase. Q14191. WRN helicase unwinding, fluorescent forked duplex, kinetic. Potency, µM (highest dose often 114 µM), for inactives: at the top dose activity change, negative = inhibition, most hits filed as inhibitors. 360,000 tested, 0.46% active. AID 651768; note: potency is the fitted concentration of half-maximal effect; % is set by controls: 0 for no effect and ±100 for the full control effect; nearly all actives have a fitted effect of over 55% in size
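Screening of the MLSMR collection measured strand separation of a quenched forked DNA duplex (100 nM) by 20 nM WRN with 2 mM ATP, all final. Compounds were preincubated with enzyme 15 min at room temperature.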
An asterisk follows results filed as active; ? = inconclusive; / = no result given; [ ] = another dose, or the depositor's remark. Unless noted, calls come from the whole dose curve; as a rule, active = well fitted curve in the direction sought with a large enough effect; inconclusive = small, poorly fitted or top-dose-only effect, or another doubt; inactive = no such curve, though single readings can be large; an effect the other way counts as inactive or inconclusive. The list is partial (hit frequency here may not be typical).

| mol | EPAC2 ag | IL-2 act | EPAC1 ag | PI5P4Ka inh | CCT chaperon mod | EPAC1 antagonist | PLK1 PBD inh | WRN inhibitor |
| --- | --- | --- | --- | --- | --- | --- | --- | --- |
| CC(C)c1cc(CN2CCN(C3CCCC3)C(CCO)C2)[nH]n1 (stereo not drawn) | 8.5% | 0.1 | 5.0% | -10.6 | -3.9 | -13.7% | -13.2% | 1.1% |
| Cc1cc(C)cc(N(CC(=O)N2CCc3ccccc32)S(=O)(=O)c2c(C)noc2C)c1 | 15.8% | -1.7 | -20.4% | 5.4 | -7.0 | -4.8% | -13.8% | 6.9% |
| CCOc1cc(/C=C\[N+](=O)[O-])ccc1OCC(=O)N1CCOCC1 | 2.0% | -5.9 | -5.1% | -17.9 | 1.2 | 4.5% | 21.2µM* | -31.4% |
| COCCNC(=O)C1(C)CCCN(C(=O)c2ccccc2C(F)(F)F)C1 (stereo not drawn) | -0.3% | 0.0 | 1.2% | 3.7 | 1.7 | -10.1% | -0.2% | 5.0% |
| COCCNC(=O)c1cc(-c2ccc(Cl)c(Cl)c2)on1 | -3.3% | -1.0 | 10.4% | 11.7 | -1.8 | -28.7% | 3.1% | -2.5% |
| OCC1(CO)COC(/C=C/c2ccccc2)=N1 | 4.1% | -0.9 | 2.4% | 5.1 | -0.1 | -21.3% | -6.6% | 0.1% |
| CC(C)(C)NC(=O)CC1C[C@H](C(=O)N2CCOCC2)[C@@]2(C)c3[nH]c4ccccc4c3CCN2C1=O (stereo partly drawn) | 1.6% | 0.6 | -10.0% | 1.9 | -0.1 | 16.5% | -1.3% | -5.8% |
| CCN(C[C@H]1N[C@@](C)(C(=O)OC)[C@H]2C(=O)N(C)C(=O)[C@@H]12)C(=O)Nc1ccc(F)cc1 | 1.3% | -0.1 | 26.5% | -6.7 | 1.1 | 13.5% | -2.2% | -10.9% |
| COc1ccccc1Nc1cc(C)nc2c(C)ccc([N+](=O)[O-])c12 | 3.3% | -4.4 | 12.0% | 24.9 | -1.8 | -7.5% | 1.2% | -9.6% |
| C=CCc1cccc(/C=N/n2cnnc2)c1O | 5.7% | 5.2 | 6.6% | -1.4 | -0.7 | -9.4% | -18.6% | -9.4% |
| COC(OC)c1ccnc(SCc2ccccc2Cl)n1 | 8.4% | -0.6 | 6.6% | -2.6 | -1.5 | -16.5% | -14.6% | ? |
| CCn1c(C)nnc1SCC(=O)NC1CCCCCC1 | 9.3% | -2.0 | -13.6% | 2.7 | -2.9 | -1.6% | -11.9% | 14.5% |
| CCOC(=O)C1CCCCN1Cc1cccc(OC)c1OC (stereo not drawn) | 13.7% | -0.9 | 8.4% | / | -5.4 | -1.8% | -1.2% | 0.5% |
| CCN(CC)CC(O)CN1c2ccccc2Sc2ccccc21 (stereo not drawn) | 6.0% | -0.2 | 14.3% | 7.4 | -1.0 | -15.9% | -2.2% | -4.5% |
| O=C(c1cc(C(=O)N2CCOCC2)c2nc3ccccc3n2c1)c1ccccc1O | -3.7% | 0.0 | -8.1% | -0.8 | -1.7 | 8.4% | 4.5% | 4.4% |
| CCC1(C)Cc2c(sc3c2c(=O)n(C)c2nnc(SCC(=O)c4ccccc4)n32)CO1 (stereo not drawn) | -19.6% | -0.7 | 1.4% | -0.9 | 1.0 | -2.6% | -6.7% | 5.5% |
| O=C(CC1(O)C(=O)N(C/C=C/c2ccccc2)c2ccccc21)c1ccccn1 (stereo not drawn) | 7.2% | -2.1 | 18.9% | / | 0.7 | -12.1% | -12.3% | -3.0% |
| CCn1c(COC(=O)CNC(=O)c2ccccc2)nc2cc(S(=O)(=O)N(C)C)ccc21 | -3.2% | 0.2 | -40.2%[inhibitor] | -3.1 | -6.5 | -1.4% | -0.6% | 0.2% |
| CCN(CC(=O)Nc1ccc(NC(C)=O)cc1)C(=O)C1CC(=O)N(Cc2ccc(C)cc2)C1 (stereo not drawn) | 15.3% | -2.0 | -12.4% | 3.9 | -1.2 | -2.2% | -24.3% | 8.8% |
| C/C(=N\NC(=O)C1CCCN(S(=O)(=O)c2ccccc2)C1)c1ccccn1 (stereo not drawn) | 8.0% | -0.7 | 0.7% | -6.7 | 0.9 | 20.2% | -2.3% | 4.5% |
| CC(=O)Nc1cccc(C(=O)OCc2ccc([N+](=O)[O-])cc2)c1 | 6.5% | 1.0 | 17.7% | -10.3 | -0.1 | -1.6% | -10.2% | -3.0% |
| CC(=O)NS(=O)(=O)c1ccc(NC(=O)c2cccc3ccccc23)cc1 | 11.7% | 0.3 | 7.6% | 1.6 | 0.1 | 15.4% | -16.3% | 2.3% |
| COc1ccc(Cc2c(-c3cccc(Br)c3)nc3ccc(Cl)cn23)c(C)c1 | 11.9% | -0.8 | 3.7% | -21.6 | 0.6 | -12.5% | -1.2% | -10.3% |
| O=C(NCc1ccco1)c1cccc2c1C(=O)c1ccc(N3CCCC3)cc1S2(=O)=O | 56.2µM* | 8.5 | 89.1µM* | -2.0 | -0.8 | 12.1% | 7.9% | -6.3% |
| COC(=O)c1cc(S(=O)(=O)N2CCCCCC2)cn1C | 5.4% | 0.7 | -6.5% | -5.4 | 0.8 | -1.0% | -8.2% | 4.0% |
| Cc1nc(-c2ccccc2)sc1C(=O)O | 5.7% | -0.4 | 8.1% | ? | -0.8 | -9.6% | -2.5% | -13.6% |
| OCCn1c(SCCOc2ccccc2)nc2ccccc21 | 8.1% | -2.6 | 4.2% | / | -2.2 | 14.1% | 4.2% | -6.7% |
| O=C(NC1CCCC1)C1CCN(c2nccs2)CC1 | 13.3% | 1.0 | -0.4% | 9.0 | 1.9 | 7.9% | -10.0% | -1.8% |
| CCOC(=O)C1CCN(C2=NC(=O)/C(=C/c3ccc(O)cc3)S2)CC1 | 10.8% | 0.3 | -8.3% | 1.2 | -0.3 | -11.7% | ? | -6.1% |
| O=C(O)[C@@H]1CCCN1C(=O)c1ccco1 | 1.8% | -0.1 | -9.3% | -2.1 | -0.8 | -4.6% | -2.4% | -4.1% |
| CC(C)N(C(=O)COC(=O)c1cc(Cl)cc(Cl)c1N)C(C)C | -3.4% | -0.2 | 7.3% | / | -0.8 | -4.4% | 2.5% | 5.2% |
| COc1cc(NC(=O)COC(=O)CC(C)(C)C)c(C)cc1[N+](=O)[O-] | 3.3% | -0.8 | -12.5% | 1.3 | -0.3 | 3.8% | 4.4% | 4.0% |
| Oc1ccccc1-c1nc(NC2CCCC2)c2ccccc2n1 | 13.7% | -2.6 | -4.2% | 4.9 | 0.1 | 10.3% | 2.2% | -3.1% |
| COc1cccc(C(=O)Nc2ccccc2)c1 | 6.8% | 2.2 | 8.3% | -8.9 | -1.4 | -15.6% | -5.8% | -2.1% |
| O=C(CNS(=O)(=O)c1cccc(C(F)(F)F)c1)Nc1ccccc1F | 5.9% | -1.5 | 5.7% | / | -2.3 | -17.7% | -12.7% | 0.5% |
| Cc1cc(S(=O)(=O)Nc2c(NC3CCCCC3)c3ccccc3oc2=O)ccc1F | -6.7% | 0.4 | -3.5% | 0.1 | 2.1 | -3.3% | 7.2% | -1.2% |
| CC(CCc1ccccc1)NC(=O)c1ccccc1F (stereo not drawn) | 0.9% | -0.6 | -10.8% | -2.1 | 0.1 | -3.0% | 6.7% | 3.6% |
| O=C(O)CCc1nn2c3ccccc3n(CC(=O)O)c2nc1=O | 2.5% | 0.1 | -1.8% | -3.2 | 1.1 | -14.8% | -15.1% | -7.1% |
| C/C(=N/NC(=O)CSc1nc2ccccc2n1C)c1ccc(O)cc1 | 5.0% | 0.8 | -3.2% | ? | -2.2 | 4.9% | -8.5% | -8.3% |
| O=C(Nc1ccc2c(c1)OCO2)N1CCC(CO)(CC2CCCCO2)CC1 (stereo not drawn) | 1.3% | -0.9 | -3.3% | 3.7 | -0.4 | -16.0% | -6.6% | 6.4% |
| CCOC(=O)N1CCC(N(CCN(C)C)C(=S)Nc2cccc(Cl)c2)CC1 | 5.8% | -1.8 | 0.9% | 0.9 | 1.4 | -0.4% | 5.7% | 1.3% |
| Cn1c(N)nc2nc(CCc3ccccc3)c(=O)[nH]c2c1=O | -3.2% | 12.1 | 7.8% | -27.5 | -0.4 | 7.2% | -20.5% | -0.3% |
| CCCCCCCC(=O)NNC(=O)CC(=O)Nc1ccccc1C(=O)O | 1.9% | 2.2 | -10.3% | -16.7 | 1.0 | 4.7% | -2.3% | -3.1% |
| S=C(NCCc1ccccc1)N/N=C/c1c(Cl)cccc1Cl | 2.3% | -0.7 | 3.6% | -3.9 | -0.3 | -10.5% | 1.9% | -2.4% |
| COc1ccc(CNC(=O)c2[nH]c(C)c(C(C)=O)c2C)cc1 | 17.7% | 0.2 | 10.1% | -3.8 | -2.6 | -21.3% | -8.6% | 1.8% |
| CCS(=O)(=O)N1CCN(S(=O)(=O)c2ccc3c(c2)OCCO3)CC1 | 12.6% | 0.2 | -2.3% | -3.6 | -0.6 | 36.9%[activator] | -14.9% | -3.6% |
| O=C(O)CCC(=O)N1CCN(c2cccc(Cl)c2)CC1 | 7.7% | 1.9 | 2.9% | 0.5 | -0.2 | -7.7% | -3.9% | -2.5% |
| Cc1ccccc1NC(=O)c1ccc(CN2CCc3ccccc3C2)cc1 | 18.6% | -0.8 | 5.8% | -21.2 | 1.6 | -2.5% | -7.9% | -5.3% |
| Nc1nnc(N)c2ccccc12 | 23.5% | 0.8 | -3.2% | 10.4 | -2.1 | -7.3% | -4.6% | 2.9% |
| O=C(/C=C/c1ccc([N+](=O)[O-])s1)N1CCCC1 | 2.7% | -0.1 | 4.4% | 2.8 | 0.3 | -4.1% | -20.2% | 2.6% |
| Cc1ccc(-n2c(SCC(=O)N/N=C/c3ccccc3OCC(=O)O)nc3ccccc3c2=O)cc1 | -6.5% | -2.7 | -1.9% | -16.6 | 0.0 | -17.3% | -3.8% | -27.8% |
| COc1ccc(-c2ccc(=O)n(CC(=O)Nc3ccc(C(=O)NC4CC4)cc3)n2)cc1OC | 6.8% | 0.0 | 0.8% | -6.7 | 0.4 | -13.9% | -1.7% | 0.3% |
| COc1cccc(CN2CCC2(C)C(=O)Nc2ccc(C)cc2)c1F (stereo not drawn) | 10.6% | -0.5 | -8.6% | 1.1 | 2.0 | 1.9% | 3.9% | 0.5% |
| O=C(c1cccc(S(=O)(=O)N2CCCCC2)c1)N1CCN(S(=O)(=O)c2ccc(F)cc2)CC1 | 6.6% | -5.0 | 0.5% | -4.3 | -3.3 | -17.6% | 2.2% | -12.9% |
| Cc1cccc(C(=O)OCC(=O)N2CCc3ccccc3C2)c1O | 3.9% | 0.4 | 13.9% | -3.6 | -1.1 | -16.4% | -3.8% | -1.8% |
| O=C(O)/C=C\C(=O)NCc1cccnc1 | 4.4% | -0.5 | 7.9% | 6.8 | 1.9 | 5.2% | -2.8% | -4.1% |
| Nc1nc(CSc2nnnn2-c2ccc(Cl)cc2)nc(N2CCOCC2)n1 | -19.6% | -0.4 | -0.8% | -4.5 | -2.2 | 11.8% | -4.1% | -9.7% |

High-throughput results (PubChem)
